PP5 primary = PP5 (human) phosphatase inhibition | 320,000 tested, 0.18% active | P53041 | AID 1987 | purified PP5c, OMFP substrate fluorescence | inhibition, % at 6.7 µM;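 active = inhibition above the campaign's mean inhibition across all tested compounds plus 3 SD, cut at about 9.5% in these data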;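 also: 0% = DMSO only and 100% = 100 µM cantharidin control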
Target sequence (P53041 whole entry, looked up): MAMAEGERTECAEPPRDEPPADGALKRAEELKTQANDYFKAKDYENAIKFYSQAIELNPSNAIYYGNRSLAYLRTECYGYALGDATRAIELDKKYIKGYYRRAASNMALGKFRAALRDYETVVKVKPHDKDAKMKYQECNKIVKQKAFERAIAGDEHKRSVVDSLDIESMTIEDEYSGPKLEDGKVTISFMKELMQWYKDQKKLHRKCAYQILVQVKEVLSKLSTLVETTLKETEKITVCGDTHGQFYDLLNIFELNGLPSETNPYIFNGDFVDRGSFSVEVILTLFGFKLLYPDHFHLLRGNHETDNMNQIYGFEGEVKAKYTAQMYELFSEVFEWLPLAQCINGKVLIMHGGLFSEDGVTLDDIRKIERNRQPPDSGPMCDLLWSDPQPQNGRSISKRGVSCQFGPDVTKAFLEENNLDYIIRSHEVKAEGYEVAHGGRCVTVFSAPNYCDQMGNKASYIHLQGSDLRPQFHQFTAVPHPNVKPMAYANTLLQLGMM
procasp7 counter = counter-screen: procaspase-7 (human) activation. P55210. recombinant procaspase-7, Ac-DEVD-pNA absorbance 405 nm; D23A/D198A/D206A triple mutant, cannot self-cleave; scale: DMSO 0, 5 µM enzyme 100. activation, % at 8.5 µM. 330,000 tested, 0.093% active. AID 463210;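 active = percent activation above the screen-wide mean plus 3 SD, cut at about 25% in these data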
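Assay system: Uncleavable procaspase-7 mutant enzyme / Input: 2 µM procaspase-7 mutant as dispensed / Dosing: single nominal 8.5 µM compound dose, 0.8% DMSO final / Timing: 1 h enzyme–compound preincubation and 2 h substrate reaction, both 25 °C / Detection: p-Nitroaniline absorbance at 405 nm, read at 0 and 120 min / Replication: singlicate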
CTSL1 counter = cathepsin L1 inhibition, PFM18AAP counter-screen; recombinant F. hepatica cathepsin L1, Z-Leu-Arg-MCA fluorescence; inhibition, % at 5.96 µM; 300,000 tested, 0.49% active; AID 1906;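 active = inhibition above the mean of all tested compounds plus 3 SD, set per screening campaign, cut at about 17% in these data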;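 also: 0% = plate median of test compound wells and 100% = 1 µM Z-Phe-Ala-diazomethylketone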
HCV core dimer = HCV core protein dimerization inhibition | TR-FRET GST/Flag-core106 dimerization, 1536-well | inhibition, % at 5 µM | 300,000 tested, 0.33% active | AID 1899;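 active = inhibition above the mean of all tested compounds plus 3 SD, set per screening campaign, cut at about 45% in these data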
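Material: Tagged HCV core106 pair (GST and Flag) | Amount: GST-core106 13.5 nM, Flag-core106 17 nM | Medium: KF-containing HEPES buffer, pH 7.45, DTT, CHAPS, BSA | Reagent: Eu donor and XL665 acceptor anti-tag antibodies | Schedule: 4 h at 22.5 °C | Technique: Time-resolved FRET, ex 340 nm, em 617 and 671 nm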
GRK2 inh = inhibitors of human GRK2 displacing RNA aptamer | AID 488847 | P25098 | bead flow cytometry, FAM-aptamer displacement from GRK2 | 330,000 tested, 0.59% active | inhibition of aptamer binding, % at 10 µM;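 active = inhibition of aptamer binding above 40%, roughly 3 SD of noise, on plates passing a quality check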;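 also: median bead fluorescence of bound FAM aptamer so fluorescent compounds give negative values; no value below 0 was filed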
PP1 counter = counter-screen for PP5 inhibitors: inhibitors of human PP1-alpha. 320,000 tested, 0.9% active. inhibition, % at 6.7 µM. purified PP1alpha, OMFP fluorescence. P62136. AID 2235;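 active = inhibition above the mean inhibition of all tested compounds plus 3 SD, computed separately for each screening campaign, cut at about 15% in these data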
proCasp3 act = activates human procaspase-3; P42574; recombinant procaspase-3 D3A, Ac-DEVD-pNA absorbance 405 nm; activation, % at 8.5 µM; 330,000 tested, 0.11% active;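 active = activation above the mean of all tested compounds plus 3 SD, cut at about 21% in these data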;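 also: 0% = DMSO alone and 100% = DMSO wells spiked with extra 5 µM PC-3 D3A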
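Test system: Procaspase-3 D3A mutant, all three cleavage aspartates alanine | Dosing: Single dose, 8.5 µM nominal compound, 0.8% DMSO | Schedule: 1 h preincubation, 2 h reaction | Technique: 405 nm absorbance of p-nitroaniline, reads at 0 and 120 min | Repeats: One well per compound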
VLA-4 inh = inhibition in a human VLA-4 binding assay | 330,000 tested, 0.2% active | P13612 | inhibition, % (about 7 µM as worked out from the volumes in the protocol) | AID 2557 | VLA-4 expressing cells, ligand binding flow cytometry; in the data active = inhibition above about 50%
GASC-1 inh = inhibitors of human GASC-1 (JMJD2C) demethylase. GST-JMJD2C(1-420) H3K9me3 demethylation, DELFIA europium. inhibition, % at 2.35 µM. 330,000 tested, 0.069% active. AID 2099;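 active = more than half of a compound's replicate wells show inhibition beyond 50%, single wells judged on their own value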;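 also: signal counts dimethyl H3K9 product captured on neutravidin plate; 0% = median of DMSO wells and 100% = 0.3 times that DMSO median; strong numbers were not always called active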
Target sequence (Q9H3R0 1-420 limits assumed): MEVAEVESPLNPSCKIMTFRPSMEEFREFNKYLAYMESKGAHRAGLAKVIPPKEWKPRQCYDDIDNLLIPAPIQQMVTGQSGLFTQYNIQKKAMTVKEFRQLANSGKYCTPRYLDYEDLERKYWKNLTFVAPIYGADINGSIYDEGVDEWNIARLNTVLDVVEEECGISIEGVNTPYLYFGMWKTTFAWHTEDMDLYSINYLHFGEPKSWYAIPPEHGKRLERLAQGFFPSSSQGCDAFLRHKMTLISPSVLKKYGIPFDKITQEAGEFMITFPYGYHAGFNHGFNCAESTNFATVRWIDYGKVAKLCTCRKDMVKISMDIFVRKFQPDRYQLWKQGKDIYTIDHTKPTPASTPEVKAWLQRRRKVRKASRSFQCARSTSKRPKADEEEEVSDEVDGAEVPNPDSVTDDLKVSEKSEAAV
Starred values were filed as active, the others as inactive. No enrichment for hits; overall some 2.6% were active at least once.

Results for O=C(CSc1nc2ccccc2[nH]1)NCCN1CCCCC1 ?
PP5 primary: 1.1; procasp7 counter: 8; CTSL1 counter: 3; HCV core dimer: 7; GRK2 inh: 0; PP1 counter: 2; proCasp3 act: 3; VLA-4 inh: 7; GASC-1 inh: 11

Results for COc1cc(/C=C(/C#N)c2nc3ccccc3c(=O)[nH]2)ccc1O ?
PP5 primary: -0.6; procasp7 counter: -7; CTSL1 counter: 3; HCV core dimer: -27; GRK2 inh: 2; PP1 counter: 0; proCasp3 act: -1; VLA-4 inh: 0; GASC-1 inh: 1

Results for Cc1cccc(Cn2ccc(NC(=O)c3ccc4c(c3)OCO4)n2)c1 ?
PP5 primary: 0.4; procasp7 counter: 4; CTSL1 counter: -1; HCV core dimer: 2; GRK2 inh: 1; PP1 counter: 0; proCasp3 act: 0; VLA-4 inh: 13; GASC-1 inh: -21

Results for COc1cccc(NC(=O)CN(C)CC(=O)NCc2ccco2)c1 ?
PP5 primary: 3.1; procasp7 counter: -1; GRK2 inh: 0; PP1 counter: -1; proCasp3 act: 1; VLA-4 inh: 6; GASC-1 inh: -7

Results for COc1ccccc1N1CCN(CC(=O)NCC2CCCO2)CC1 (configuration not stated) ?
PP5 primary: 0.1; procasp7 counter: -2; CTSL1 counter: 0; HCV core dimer: -8; GRK2 inh: 0; PP1 counter: 0; proCasp3 act: 4; VLA-4 inh: 10; GASC-1 inh: 3

How did CC(C)[C@H](NS(=O)(=O)c1ccccc1F)C(=O)NC1CCCCC1 do in these assays?
procasp7 counter: -2; GRK2 inh: 0; proCasp3 act: 5; VLA-4 inh: 7; GASC-1 inh: 0

What do the screens show for `N/C(=N\OC(=O)c1ccc([N+](=O)[O-])cc1)c1cccnc1`?
PP5 primary: 0.0; procasp7 counter: 5; CTSL1 counter: 3; HCV core dimer: 6; GRK2 inh: 0; PP1 counter: 3; proCasp3 act: -4; VLA-4 inh: 0; GASC-1 inh: 2

What do the screens show for `O=C(c1ccc(F)cc1)N1CCCCC(S(=O)(=O)c2ccccc2)C1=O` (configuration not stated)?
PP5 primary: -2.6; procasp7 counter: -12; CTSL1 counter: 2; HCV core dimer: -1; GRK2 inh: 0; PP1 counter: -1; proCasp3 act: 3; VLA-4 inh: 0; GASC-1 inh: 4

Results for CC(OC(=O)c1ccc(NC(=O)CC#N)cc1)C(=O)Nc1ccc2c(c1)OCCO2 (configuration not stated) ?
PP5 primary: 4.8; procasp7 counter: -1; CTSL1 counter: 0; HCV core dimer: 11; GRK2 inh: 1; PP1 counter: 1; proCasp3 act: -7; VLA-4 inh: -1; GASC-1 inh: 71

Results for COc1ccc(NC(=O)CSCc2cc(=O)n3cc(C)sc3n2)cc1 ?
PP5 primary: 1.0; procasp7 counter: 4; CTSL1 counter: -2; HCV core dimer: -8; GRK2 inh: 6; PP1 counter: -4; proCasp3 act: 10; VLA-4 inh: 13; GASC-1 inh: 2

How did COc1cc(C(=O)NCC2CCCO2)ccc1OCc1ccc(Cl)cc1 (configuration not stated) do in these assays?
PP5 primary: -0.8; procasp7 counter: 9; GRK2 inh: 0; PP1 counter: -4; proCasp3 act: -2; VLA-4 inh: 2; GASC-1 inh: 12

What do the screens show for `Cc1c(C(=O)c2ccccc2)c(=O)n(C)c(=O)n1C`?
PP5 primary: -0.4; procasp7 counter: 4; CTSL1 counter: 1; HCV core dimer: -2; GRK2 inh: 1; PP1 counter: -2; proCasp3 act: 4; VLA-4 inh: -3; GASC-1 inh: 5

What do the screens show for `NNC(=O)CSc1c(-c2cccs2)[nH]c2ccccc12`?
PP5 primary: -0.6; procasp7 counter: -4; CTSL1 counter: 4; HCV core dimer: -54; GRK2 inh: 1; PP1 counter: 3; proCasp3 act: 3; VLA-4 inh: -3; GASC-1 inh: 2

What do the screens show for `CC(=O)Nc1cccc(NC(=O)CSc2ccc(C(F)(F)F)cc2[N+](=O)[O-])c1`?
PP5 primary: -0.2; procasp7 counter: -8; CTSL1 counter: 3; HCV core dimer: 4; GRK2 inh: 0; PP1 counter: -1; proCasp3 act: 9; VLA-4 inh: -17; GASC-1 inh: -5

What do the screens show for `COc1cccc(C(=O)NNc2c3ccccc3nc3ccccc23)c1`?
PP5 primary: 4.8; procasp7 counter: 0; CTSL1 counter: -1; HCV core dimer: -32; GRK2 inh: 1; PP1 counter: 3; proCasp3 act: -2; VLA-4 inh: 2; GASC-1 inh: 55

How did Cc1ccsc1/C=N/n1c(-c2ccccn2)n[nH]c1=S do in these assays?
PP5 primary: 1.1; procasp7 counter: -13; CTSL1 counter: 2; HCV core dimer: -16; GRK2 inh: 0; PP1 counter: 6; proCasp3 act: -7; VLA-4 inh: -2; GASC-1 inh: -3

What do the screens show for `CC(=O)c1cccc(OCC(O)CN2CCN(S(=O)(=O)c3c(F)cccc3F)CC2)c1` (configuration not stated)?
PP5 primary: 0.3; procasp7 counter: 17; CTSL1 counter: -13; HCV core dimer: 0; GRK2 inh: 1; PP1 counter: 1; proCasp3 act: 1; VLA-4 inh: 2; GASC-1 inh: 22

Results for COc1cccc(OC)c1C(=O)Nc1ccc(S(=O)(=O)N2CCCCC2)cc1 ?
PP5 primary: 3.1; procasp7 counter: -4; CTSL1 counter: -5; HCV core dimer: -2; GRK2 inh: 0; PP1 counter: 1; proCasp3 act: 0; VLA-4 inh: 9; GASC-1 inh: -5

What do the screens show for `CCN1CCN(c2ccc(S(=O)(=O)N3CCOCC3)cc2NC(=O)CCOc2ccccc2)CC1`?
PP5 primary: -1.9; procasp7 counter: 11; CTSL1 counter: 0; HCV core dimer: -2; GRK2 inh: 3; PP1 counter: 1; proCasp3 act: -10; VLA-4 inh: 13; GASC-1 inh: -10

How did Cc1cc(OC(=O)c2ccccc2Cl)ccc1N1C(=O)CCC1=O do in these assays?
PP5 primary: 2.8; procasp7 counter: -1; CTSL1 counter: -1; HCV core dimer: 3; GRK2 inh: 0; PP1 counter: -2; proCasp3 act: -2; VLA-4 inh: 35; GASC-1 inh: 15

3 records picked at random from the list so far:
Results for COc1ccccc1N1CCN(CC(=O)NCC2CCCO2)CC1 (configuration not stated) ?
PP5 primary: 0.1; procasp7 counter: -2; CTSL1 counter: 0; HCV core dimer: -8; GRK2 inh: 0; PP1 counter: 0; proCasp3 act: 4; VLA-4 inh: 10; GASC-1 inh: 3

Results for O=C(CSc1nc2ccccc2[nH]1)NCCN1CCCCC1 ?
PP5 primary: 1.1; procasp7 counter: 8; CTSL1 counter: 3; HCV core dimer: 7; GRK2 inh: 0; PP1 counter: 2; proCasp3 act: 3; VLA-4 inh: 7; GASC-1 inh: 11

What do the screens show for `N/C(=N\OC(=O)c1ccc([N+](=O)[O-])cc1)c1cccnc1`?
PP5 primary: 0.0; procasp7 counter: 5; CTSL1 counter: 3; HCV core dimer: 6; GRK2 inh: 0; PP1 counter: 3; proCasp3 act: -4; VLA-4 inh: 0; GASC-1 inh: 2

Remaining list, next part.
Results for Cc1nnc(SCC(=O)N(CCC#N)c2ccc3c(c2)OCCO3)s1 ?
PP5 primary: 0.5; procasp7 counter: -10; GRK2 inh: 1; PP1 counter: -6; proCasp3 act: 8; VLA-4 inh: 11; GASC-1 inh: 0

Results for O=C(O)CCN1C(=O)/C(=C/c2ccc(-c3nc4ccccc4s3)o2)SC1=S ?
PP5 primary: 3.1; procasp7 counter: -6; CTSL1 counter: 1; HCV core dimer: 4; GRK2 inh: 16; PP1 counter: 2; proCasp3 act: -5; VLA-4 inh: 9; GASC-1 inh: 0

What do the screens show for `O=C(COC(=O)c1cccnc1)c1ccc(Cl)c(Cl)c1`?
PP5 primary: 3.7; procasp7 counter: -1; CTSL1 counter: -3; HCV core dimer: -4; GRK2 inh: 1; PP1 counter: -4; proCasp3 act: -1; VLA-4 inh: -3; GASC-1 inh: 4

How did CS(=O)(=O)N1CCC(C(=O)N2CCN(c3ccccc3)CC2)CC1 do in these assays?
PP5 primary: 1.8; procasp7 counter: -7; CTSL1 counter: -7; HCV core dimer: 1; GRK2 inh: 0; PP1 counter: -2; proCasp3 act: 2; VLA-4 inh: 9; GASC-1 inh: 25

How did Cc1cc(N=Nc2ccc(C)c(N=Nc3cc(C)c(N)cc3N)c2)c(N)cc1N do in these assays?
PP5 primary: 2.5; procasp7 counter: 1; CTSL1 counter: -4; HCV core dimer: -4; GRK2 inh: 0; PP1 counter: 6; proCasp3 act: -3; VLA-4 inh: 2; GASC-1 inh: -1

Results for COc1nc(Nc2ccc([N+](=O)[O-])cc2)nc(NC2CCCCC2)n1 ?
PP5 primary: 3.6; procasp7 counter: 6; CTSL1 counter: 2; HCV core dimer: 9; GRK2 inh: 0; PP1 counter: -1; proCasp3 act: 2; VLA-4 inh: 7; GASC-1 inh: 12

What do the screens show for `Cc1[nH]c(C)c(S(=O)(=O)N2CCN(c3ccccc3)CC2)c1C(=O)N1CCCCC1`?
PP5 primary: -0.6; procasp7 counter: 5; CTSL1 counter: 1; HCV core dimer: -12; GRK2 inh: 3; PP1 counter: -2; proCasp3 act: 7; VLA-4 inh: -3; GASC-1 inh: 0

Results for Cc1ccc2c(c1)c1c3n2CCCN(Cc2ccccc2)C3CCC1 (configuration not stated) ?
PP5 primary: 1.7; procasp7 counter: -1; CTSL1 counter: 2; HCV core dimer: -3; GRK2 inh: 2; PP1 counter: -2; proCasp3 act: 4; VLA-4 inh: 1; GASC-1 inh: 7

Results for O=C(COc1ccc(F)cc1)NCCN1CCCC1 ?
PP5 primary: 1.1; procasp7 counter: -3; CTSL1 counter: 1; HCV core dimer: -4; GRK2 inh: 0; PP1 counter: 2; proCasp3 act: 6; VLA-4 inh: -5; GASC-1 inh: 2

How did COc1ccc(-c2nc3c4c(ncn3n2)-c2ccccc2CC42CCCC2)cc1 do in these assays?
PP5 primary: 0.1; procasp7 counter: -8; CTSL1 counter: 4; HCV core dimer: -5; GRK2 inh: 6; PP1 counter: -10; proCasp3 act: -12; VLA-4 inh: 4; GASC-1 inh: -4

How did C=CCNC(=O)Nc1ccc(Cl)cn1 do in these assays?
PP5 primary: 3.7; procasp7 counter: 2; CTSL1 counter: -3; HCV core dimer: 4; GRK2 inh: 0; PP1 counter: -3; proCasp3 act: 1; VLA-4 inh: 6; GASC-1 inh: -8

Results for CCC(=C/c1sc2ccc3ccccc3c2[n+]1C)/C=C1\Sc2ccc3ccccc3c2N1C ?
PP5 primary: 13*; procasp7 counter: -35; CTSL1 counter: 2; HCV core dimer: inactive; GRK2 inh: 100*; PP1 counter: 79*; proCasp3 act: -27; VLA-4 inh: inactive; GASC-1 inh: -7

Results for Cc1cccc(C(=O)NC2CC3CCCC(C2)N3Cc2ccccc2)c1 (configuration not stated) ?
PP5 primary: 0.8; procasp7 counter: 13; CTSL1 counter: -3; HCV core dimer: -4; GRK2 inh: 0; PP1 counter: -3; proCasp3 act: 1; VLA-4 inh: 1; GASC-1 inh: 29

Assay outcomes as filed in PubChem BioAssay.
